# VIM-2 inhibitor: inhibitors of Pseudomonas aeruginosa VIM-2 metallo-beta-lactamase. purified VIM-2, nitrocefin hydrolysis, epi-absorbance fluorescence. inhibition, % at 5.6 µM. 290,000 compounds, 0.89% hits. AID 1527;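 active = inhibition above the mean of all tested compounds plus 3 SD, cutoff set per screening run, cut at about 7.5% in these data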;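 note: red hydrolysis product quenches plate fluorescence so inhibitors raise well fluorescence; 0% = enzyme with DMSO and 100% = DMSO without enzyme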
# NS3 helicase inh: HCV NS3 helicase inhibition; NS3 helicase DNA unwinding, Cy5 molecular beacon fluorescence; inhibition, % at 10.9 µM; 290,000 compounds, 0.56% hits; AID 1800;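 active = inhibition above the mean of all tested compounds plus 3 SD, set per campaign, cut at about 35% in these data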;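 note: 0% = DMSO wells and 100% = thioflavine S control wells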
#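 System: NS3 helicase fragment of HCV / Schedule: 1 h at 25 °C / Control set: DMSO alone as 0% and 110 µM thioflavine S as 100% / Reagent: Cy5/quencher beacon DNA duplex and ATP to start / Technique: Cy5 fluorescence / Replication: singlicate / Evaluation: % inhibition of end-to-start signal ratio versus controls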
# pCIP destab: compounds decreasing mouse p/CIP protein stability. F442A p/CIP-EGFP cells, EGFP fluorescence, 16 h. AID 1984. 290,000 compounds, 0.01% hits. Q05BA5. decrease of EGFP signal, % at 10 µM;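 active = EGFP signal decrease of at least 30% at 10 µM or well 3 SD below plate mean, unless failing retest; inactive = the rest, including hits failing retest or dose response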; note: some compounds called inactive have numbers as strong as hits; many of its hits are not listed in these tables
# IDE act: IDE (human) activation, cell-based; P14735; 340,000 compounds, 0.073% hits; HEK cells, FAbeta-B cleavage, fluorescence polarization; 0% vehicle, 100% cell-free pure enzyme wells; activation, % at 5.96 µM;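 active = activation above the mean of all tested compounds plus 3 SD, set per screening campaign, cut at about 17% in these data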
# UBC9 SUMO inh: SUMOylation inhibition; P63279; HTRF SUMOylation assay, SAE1/SAE2 + UBC9, in vitro; inhibition, % at 35 µM; 290,000 compounds, 0.36% hits; AID 2006; in the data active = inhibition above about 50%, passing the limit was not always enough; note: strong numbers were not always called active
# MEKK3 PB1 HTS: MEKK3-MEK5 PB1 interaction, increase or decrease. bead-based flow cytometry, Alexa488-MEK5 binding to MEKK3; actives lie on both sides; 0 = blocked by unlabeled MEK5, 100 = vehicle. binding response (% of control), % at 10 µM. AID 1529. 290,000 compounds, 1.4% hits;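 active = binding response more than 3 SD above or below the average of its plate-row segment, actives on both sides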;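 note: Alexa488 bead fluorescence after subtracting the streptavidin-only scavenger bead signal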
# DNA FID counter: displaces DNA intercalator in HCV helicase counter-screen; inhibition, % at 7.9 µM; AID 1845; 290,000 compounds, 0.17% hits; DNA fluorescent intercalator displacement, fluorescence; in the data active = inhibition above about 37%;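 note: 0% = vehicle and 100% = reference compound; higher means more ethidium bromide displaced from hairpin DNA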
# PHOSPHO1 block: PHOSPHO1 (human) inhibition. Q8TCT1. 290,000 compounds, 1.1% hits. recombinant PHOSPHO1, absorbance phosphatase assay. inhibition, % at 13.3 µM; in the data active = inhibition above about 60%
# IMP-1 inh: inhibitors of Pseudomonas aeruginosa IMP-1 metallo-beta-lactamase | purified IMP-1, nitrocefin hydrolysis, epi-absorbance fluorescence | inhibition, % at 5.6 µM | 290,000 compounds, 0.45% hits;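 active = inhibition above the mean plus 3 SD of all compounds in the same screening run, cut at about 4.5% in these data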;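 note: 0% = IMP-1 with DMSO and 100% = DMSO wells lacking enzyme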
#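 System: Purified IMP-1 | Read-out basis: Percent enzyme inhibition | Controls: IMP-1 with DMSO as 0%, enzyme-free DMSO as 100% | Replicates: One well per compound | Doses: 5.6 µM nominal single concentration | Detection: Epi-absorbance fluorescence, 480 nm excitation, 530 nm emission | Incubation: 25 °C, 15 min preincubation, 25 min reaction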
# Active calls of the source: *; nt = no result given; [ ] = another dose, or the depositor's remark. The list is partial, so the mix of outcomes need not match the whole.
SMILES,VIM-2 inhibitor,NS3 helicase inh,pCIP destab,IDE act,UBC9 SUMO inh,MEKK3 PB1 HTS,DNA FID counter,PHOSPHO1 block,IMP-1 inh
Cc1ccccc1-n1c(C)nc2ccccc21,-0.4,1,-10,2,-12,108,-8,10,-4.3
Cn1c2c(c(=O)n(C)c1=O)C(NC(=O)c1ccco1)(C(F)(F)F)C(=O)N2 (stereo not given),-0.8,-5,-13,6,-4,107,5,13,-3.3
NC(=O)CC1(CC(=O)O)CCCCC1,-3.9,4,-6,8,-4,98,-3,-21,-2.0
COCCCNC(=O)Cn1c(=O)n(Cc2ccccc2Cl)c(=O)c2cc(OC)c(OC)cc21,-1.0,2,5,-2,-3,105,-4,8,-1.0
CCCCn1c(N)c(N(CCOC)C(=O)CCc2ccc(OC)cc2)c(=O)[nH]c1=O,1.8,-1,11,2,-10,100,-5,-5,0.9
COCCN(C(=S)Nc1cccc(C)c1)C(C)c1cccs1 (stereo not given),-3.4,4,0,1,-4,117,2,-4,-1.7
CCN(CC)S(=O)(=O)c1ccc(NC(=O)c2cc(-c3ccccc3)nc3ccccc23)cc1,-1.3,-8,-8,-4,2,102,-5,-31,-5.1
Cc1cc(C(=O)N/N=C/c2cccn2C)no1,-3.4,2,5,4,-3,97,-1,3,-5.2
CC(C)CNS(=O)(=O)c1ccc(CCC(=O)Nc2cc(Cl)ccc2Oc2ccccc2)cc1,-0.1,-6,5,8,-20,111,-26,-3,-0.2
Cc1cccc(C(=O)N[C@H](C(=O)Nc2nc3ccccc3[nH]2)C(C)C)c1,-4.6,-20,-32,10,5,132*,-15,28,-3.8
O=C(c1cccc(Cl)c1)N1CCN(C2CCCCC2)CC1,1.9,4,-5,-6,3,103,1,32,3.3
O=C(NCc1ccco1)c1cnn2cccnc12,-0.3,-5,-4,-2,36,101,1,20,-2.8
CCc1ccccc1NC(=O)C1CCCN1C(=O)Nc1ccc(C)cc1 (stereo not given),-3.6,-1,-3,2,-9,104,-9,42,-1.8
COc1cccc(NC(=O)C2CC(=O)n3cnnc3S2)c1 (stereo not given),0.1,1,0,-4,18,102,-6,103*,-3.2
COc1cc(CN2CCC(C(=O)NC3CCCC3)CC2)cc(OC)c1O,-2.1,6,-3,7,-22,103,11,-8,-2.7
O=C(CCC1CCCCC1)NCc1ccccn1,-3.5,-9,-12,6,-24,93,-2,-3,-3.7
COc1ccc(O[C@H]2C=C[C@@H](c3ccccc3)O[C@@H]2COC(=O)CC/C(C)=N/O[C@H](C)c2cn([C@@H]3COC[C@H]3O)nn2)cc1,-2.5,-21,-4,nt,-16,103,-50,-4,-3.2
COc1ccc(C2=Nn3c(nnc3-c3ccccn3)SC2)cc1OC,52*,1,-30,1,18,84,-5,9,-2.9
CCOC(=O)C1CCCN(c2nc(C)nc3c2oc2ccccc23)C1 (stereo not given),10*,-5,-2,-5,7,94,-22,-8,-2.2
O=C1CCCC2=C1C(c1ccsc1)CC(=O)N2c1nnc(SCc2ccccc2)s1 (stereo not given),-1.6,-9,2,-6,-5,99,-21,3,-4.6
CN(C)CC/C=C1\c2ccccc2Sc2ccc(Cl)cc21,1.2,-81,6,5,-9,72*[inhibitor],18,8,0.4
Cc1ccc(N2C(=O)CC(Sc3nc(-c4ccccc4)c4cc(Cl)ccc4n3)C2=O)c(C)c1 (stereo not given),-1.8,5,-14,2,12,101,3,13,-0.3
CCCc1cc(=O)oc2c(C)c(OCC(=O)NC3CC(C)(C)NC(C)(C)C3)ccc12,6.9,-8,-4,3,nt,102,21,30,-2.1
Cc1ccccc1CN(c1ccc(C(=O)Nc2ccccc2C(=O)NCc2ccco2)cc1)S(C)(=O)=O,-1.7,-15,-12,2,-10,102,-23,8,-3.5

# 3 entries from above, arranged by their value in UBC9 SUMO inh, lowest first.
Structure	UBC9 SUMO inh
CCOC(=O)C1CCCN(c2nc(C)nc3c2oc2ccccc23)C1 (stereo not given)	7
Cc1ccc(N2C(=O)CC(Sc3nc(-c4ccccc4)c4cc(Cl)ccc4n3)C2=O)c(C)c1 (stereo not given)	12
COc1cccc(NC(=O)C2CC(=O)n3cnnc3S2)c1 (stereo not given)	18

# The list goes on.
SMILES,VIM-2 inhibitor,NS3 helicase inh,pCIP destab,IDE act,UBC9 SUMO inh,MEKK3 PB1 HTS,DNA FID counter,PHOSPHO1 block,IMP-1 inh
Cc1ccc(CNC(=O)C(Cc2ccccc2)NS(=O)(=O)c2ccc3c(c2)CCC(=O)N3)cc1 (stereo not given),-3.1,7,-2,1,0,117,-25,-5,-1.8
Cc1ccc(NC2CCCN(C(=O)c3c(C)noc3C)C2)cc1C (stereo not given),-1.8,-7,-12,4,15,101,-12,-1,-0.7
CCOC(=O)c1c(C)[nH]c2c1-c1ccccc1C(=O)C2=O,-5.6,9,nt,5,87*,103,2,-10,-5.5
COc1cccc(-c2nc(CS(=O)(=O)CC(=O)N3CCc4ccccc4C3)c(C)o2)c1,-2.0,4,-8,0,5,1.0*[inhibitor],-32,2,-4.5
C[C@H](NC(=O)OC(C)(C)C)C(=O)NCC1CCC(C(=O)N[C@@H](Cc2ccccc2)C(=O)O)CC1 (stereo not given in full),1.6,6,0,4,12,97,-21,-3,-0.2
O=C(NNc1ccc([N+](=O)[O-])cc1)c1ccccc1F,-0.8,1,13,-1,-3,100,3,35,-1.9
COc1ccccc1N=c1oc2cc(O)ccc2cc1C(N)=O,-1.0,5,-25,2,17,106,8,21,-0.4
CN(C)C(=O)c1ccc(NC(=O)c2cc(-n3cnnc3)ccc2Cl)cc1,-2.2,10,-2,3,18,101,-7,-39,-3.9
Cc1ccc(OCCC(=O)OCC(=O)Nc2cc(S(=O)(=O)N(C)C)ccc2C)cc1,-4.4,0,-31,3,18,111,-27,17,-3.8
O=C(Nc1ccc2snnc2c1)N1CCSCC1,-3.3,3,-9,-1,2,95,-2,-16,-2.0
Cc1ccc(NC2=C(NC(=O)c3ccccc3)C(=O)c3ccccc3C2=O)cc1Cl,-0.2,-3,0,-3,4,96,2,-2,-2.9
O=C(NCc1cccnc1)c1ccc(NC(=O)c2ccc(Br)cc2)cc1,-4.2,-5,-12,0,-5,97,3,40,-2.6
O=C(O)C1=C(C(=O)Nc2cccc(C(F)(F)F)c2)CCCC1,5.4,-8,10,-4,-3,96,0,-3,18*
COc1ccc(CCNC(=O)CC2SC(=Nc3cc(C)cc(C)c3)NC2=O)cc1OC (stereo not given),-1.8,1,-6,1,12,102,-28,12,0.4
Cc1ccc(C(=O)N2CCCCC2C(=O)O)o1 (stereo not given),-2.0,2,-15,5,25,99,3,22,-1.7
COc1ccc(CN2CCCC(C(=O)Nc3cccc(-n4cccn4)c3)C2)c(F)c1 (stereo not given),2.4,-49,-15,3,-2,101,8,37,-2.0
O=C1CC2(CON=C2c2ccc(F)cc2)C(=O)N1c1ccc(F)cc1 (stereo not given),-0.5,-6,-36,0,2,97,-5,-8,-1.3
COc1ccc(-c2noc(CSc3nc4ccccc4c(=O)n3-c3ccccc3)n2)cc1,-1.1,0,-4,5,22,100,0,22,0.1
COc1ccc(-n2nc3cc(C)c(N)c(Br)c3n2)cc1,0.0,-7,-7,-2,73,103,5,-38,-1.3
COc1cc(C(=S)N2CCCCC2)ccc1OCC(=O)N1CCCC1,-1.1,15,-16,0,0,124*,-18,0,3.6
Cc1cc(F)ccc1NC(=O)c1ccc(NS(=O)(=O)c2cc(C(C)(C)C)ccc2C)cc1,-0.3,3,-8,-2,-26,100,-7,-26,3.3
COC(=O)c1ccc(Oc2c(C)oc3c(CN4CCN(C)CC4)c(O)ccc3c2=O)cc1,0.1,7,-16,4,38,97,8,10,-0.8
COc1ccc(S(=O)(=O)NCC2CCCN(C(=O)CCSC)C2)cc1 (stereo not given),-1.5,8,-2,-2,4,102,-13,40,-2.1
COc1ccc(NC(=O)c2cc(-c3ccccc3)nc3c2c(C)nn3-c2ccccc2)c(OC)c1,-0.1,5,2,1,-4,103,-4,16,-3.7
COc1ccc(-c2c(-c3ccc(OC)cc3O)nc(C)nc2C(F)(F)F)cc1,-0.5,-12,5,2,-14,103,-12,-12,-2.2
O=C(Oc1ccccc1N1C(=O)C2CCCCC2C1=O)c1ccccc1F (stereo not given),-1.5,3,-10,2,15,103,-7,-26,-1.1
O=C(CSCc1nc2scc(-c3cccs3)c2c(=O)[nH]1)Nc1ccccn1,-1.6,-2,7,2,7,103,-13,18,0.6
C=CCN1C(=O)C(C)(C)Nc2ccccc21,-2.2,8,-20,2,1,83,0,-18,-2.0
Cc1cc(C(=O)OCC(=O)Nc2ccc(F)c(F)c2)c(C)o1,-3.0,-2,-13,1,-1,95,-9,11,-1.7
COc1cccc2cc(NC(=O)C3CCCCC3)c(=O)oc12,-0.9,5,6,4,-12,98,-1,6,-1.8
CN(Cc1ccc(F)cc1)C(=O)COc1ccc2ccccc2c1,-4.0,-18,3,4,-4,99,-26,31,-2.1
Cn1c(SCc2cccc([N+](=O)[O-])c2)nc2c(c1=O)SCC2,3.6,0,-2,6,9,104,-8,20,-0.4
O=C(Nc1ccccc1)c1cccc(S(=O)(=O)NC2CCCC2)c1,-0.9,-9,-8,6,8,106,-15,12,-0.1
O=C(O)c1cc(S(=O)(=O)N2CCCCCC2)ccc1Cl,-0.6,-15,-10,10,10,99,2,-9,-2.2
CC(=O)N/C(=C/c1ccc2c(c1)OCO2)C(=O)N1CCOCC1,-1.7,8,6,6,-9,103,-2,-13,-3.5
O=S(=O)(NNC(=S)NCC1CCCO1)c1cc(Cl)ccc1Cl (stereo not given),-3.6,4,-11,1,14,95,-9,17,-3.8
C/C(=N\NC(=O)c1csc2ccccc12)c1ccc(O)cc1,-2.0,1,-4,2,13,104,-6,-1,-2.6
CCCCn1c(SCC(=O)NCc2cccs2)nc2c1c(=O)n(C)c(=O)n2C,-0.1,-1,-10,2,25,107,-8,-13,-0.3
COc1ccc2oc(=O)c(/C(N)=N/NC(=O)c3ccncc3)cc2c1,6.4,-4,-3,4,8,103,-6,7,-4.2
CCOC(=O)C1=C(N)N(c2ccc(C)cc2)C2=C(C(=O)CCC2)C1c1cccs1 (stereo not given),-1.5,-9,8,0,-9,93,-19,-8,-2.8
Cc1ccc(C2=CC(c3cccs3)n3nnnc3N2)cc1 (stereo not given),3.1,-7,0,-2,-7,nt,3,32,-0.1
CC(=O)Nc1ccc(S(=O)(=O)N2c3ccccc3C(C)=CC2(C)C)cc1,1.8,-4,-23,1,16,97,-15,43,-1.3
